Assay outcomes from PubChem BioAssay.
UBC13 inh – human UBC13 polyubiquitination inhibition; P61088; UBC13 polyubiquitin chain formation, TR-FRET; inhibition, % at 20 µM; 330,000 compounds, 0.47% hits; AID 485273; in the data active means inhibition above about 45%, passing the limit was not always enough
Target sequence (P61088 whole entry, looked up): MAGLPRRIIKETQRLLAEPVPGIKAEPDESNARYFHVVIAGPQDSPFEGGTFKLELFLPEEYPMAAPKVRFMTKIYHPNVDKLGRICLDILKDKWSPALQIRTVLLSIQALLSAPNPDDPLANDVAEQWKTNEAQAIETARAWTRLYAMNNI
EBI2 antag – EBI2 (human) antagonism. P32249. EBI2 beta-arrestin recruitment, luminescence, 7a,25-OHC stimulated. inhibition, % at 5 µM. 360,000 compounds, 0.81% hits. AID 651636; in the data active means inhibition above about 38%;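 further: enzyme fragment complementation signal reports receptor beta-arrestin coupling in cells; 0% = agonist plus DMSO wells and 100% = wells without agonist; some results beyond the cut were filed as inactive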
Target sequence (P32249 whole entry, looked up, the tested form may be a part): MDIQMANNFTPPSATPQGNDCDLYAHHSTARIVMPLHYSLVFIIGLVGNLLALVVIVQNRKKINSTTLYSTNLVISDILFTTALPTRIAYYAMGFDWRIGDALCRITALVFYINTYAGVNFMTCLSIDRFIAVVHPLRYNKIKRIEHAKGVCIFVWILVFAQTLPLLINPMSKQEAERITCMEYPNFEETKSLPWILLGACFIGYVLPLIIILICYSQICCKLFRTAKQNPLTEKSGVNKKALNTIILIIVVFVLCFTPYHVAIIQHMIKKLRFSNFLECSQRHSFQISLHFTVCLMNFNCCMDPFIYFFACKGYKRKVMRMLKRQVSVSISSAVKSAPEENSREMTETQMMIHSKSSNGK
Gli-Sufu antag – Gli-Sufu pathway antagonism; 340,000 compounds, 0.74% hits; inhibition, % at 5 µM; Sufu-KO-LIGHT fibroblasts, Gli luciferase reporter luminescence;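 active means inhibition above about 55%, limit read from the data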;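 further: 0% = DMSO-treated cells and 100% = wells with medium but no cells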
CXCR6 block – CXCR6 (human) receptor inhibition | 360,000 compounds, 0.36% hits | inhibition, % at 20 µM | CHO-K1 PathHunter CXCR6 beta-arrestin, luminescence | AID 602244; in the data active means inhibition above about 34%, passing the limit was not always enough;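 further: antagonist mode with CXCL16 agonist at 10 nM final; 0% = 10 nM CXCL16 with DMSO and 100% = unstimulated wells without agonist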
CCR6 antagonist – antagonists of human CCR6 receptor; P51684; CHO-K1 CCR6 PathHunter beta-arrestin, luminescence, CCL20-stimulated; inhibition, % at 20 µM; 340,000 compounds, 0.49% hits; AID 493098;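 active means compounds whose inhibition of the agonist-driven luminescence signal at 20 µM reaches about 50%, limit read from the data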;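 further: cells stimulated with CCL20 at 14 nM final; plate controls were DMSO with CCL20 for no effect and DMSO without agonist for full effect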
APJ antag – antagonists of human APJ apelin receptor. inhibition, % at 20 µM. P35414. CHO-K1 APJ beta-arrestin complementation, luminescence. 330,000 compounds, 0.32% hits;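 active means inhibition above about 40% at 20 µM, limit read from the data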;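 further: cells challenged with 10 nM apelin-13 agonist together with compound; plate controls were apelin-13 plus DMSO wells for no effect and DMSO wells lacking apelin-13 for full effect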
Target sequence (P35414 whole entry, looked up): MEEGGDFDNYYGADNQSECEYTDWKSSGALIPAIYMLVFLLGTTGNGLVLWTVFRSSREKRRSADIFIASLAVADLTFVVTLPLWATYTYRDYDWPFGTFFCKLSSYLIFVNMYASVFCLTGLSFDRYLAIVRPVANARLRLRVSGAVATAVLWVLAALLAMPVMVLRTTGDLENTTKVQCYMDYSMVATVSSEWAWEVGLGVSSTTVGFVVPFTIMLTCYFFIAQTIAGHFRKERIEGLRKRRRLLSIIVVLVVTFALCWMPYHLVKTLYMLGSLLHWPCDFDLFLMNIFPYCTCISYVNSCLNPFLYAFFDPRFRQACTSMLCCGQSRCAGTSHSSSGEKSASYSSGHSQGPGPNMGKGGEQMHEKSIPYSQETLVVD
Jurkat NFkB inh – lowers PMA/ionomycin-induced NF-kB signal in Jurkat cells. PMA/ionomycin-induced NF-kB luciferase reporter, luminescence. inhibition, % at 4 µM. 330,000 compounds, 0.53% hits; in the data active means inhibition above about 50%
697 NFkB inh – lowers PMA/ionomycin-induced NF-kB signal in 697 B cells; 697 B-cell NF-kB luciferase reporter, 16 h; 330,000 compounds, 0.33% hits; AID 435022; inhibition, % at 4 µM; in the data active means inhibition above about 35%
The depositor's hits bear a star; / = no result given; & = joins results of further samples.

SMILES	UBC13 inh	EBI2 antag	Gli-Sufu antag	CXCR6 block	CCR6 antagonist	APJ antag	Jurkat NFkB inh	697 NFkB inh
COCCNc1cc(-c2ccccc2)nc2cc(-c3cccc(F)c3)nn12	29	30	14	4	6	10	-11	13
Cc1cc(C)cc(-n2c(C)cc(/C=N/NC(=O)CN(c3c(C)cccc3C)S(C)(=O)=O)c2C)c1	-8	15	3	5	5	-8	3	-5
CC1CCCN(CC(O)COc2ccc(Cl)cc2)C1 (stereo unspecified)	5	6	13	8	-6	13	-6	20
Cc1ccc(NC(=O)c2c(-c3c(F)cccc3Cl)noc2C)cc1F	-8	2	6	3	6	5	-15	9
COC(=O)c1nn(-c2ccc(C)cc2)c2nnc(Cc3ccccc3)c(=O)n12	-8	-6	5	2	-2	3	-2	-20
CCN(CC(=O)Nc1c(F)cccc1F)C(=O)Cc1c(C)nc2ccccc2c1C	-6	7	-6	-7	-7	12	13	3
O=P(c1ccccc1)(c1ccccc1)N(c1ccccc1)c1ccccc1	-4	10	20	4	-2	17	-2	-4
Cc1[nH]c2ccccc2c(=O)c1CN1CCCCC1	3	1	7	1	3	16	0	3
Cc1cc(Nc2ccccc2)n(CCC#N)n1	0	2	8	-10	-11	16	8	21
CCCC(=O)OCC(=O)NCc1ccc(Cl)cc1	-7	-3	4	-5	-4	-28	2	9
COc1ccc(CCNC(=O)COC(=O)Cc2ccc(OC)cc2)cc1	0	16	-2	63*	11	-20	0	0
O=C(O)c1ccccc1-c1ccccc1C(=O)Nc1ccc2c(c1)C(=O)c1ccccc1-2	/	0	3	12	21	/	/	/
CCOC(=O)c1oc2cc(O)ccc2c(=O)c1-c1ccccc1OC	7	11	-9	1	27	11	3	4
O=C(Nc1ccc(Cl)cc1)Nn1cnnc1	2	-4	7	10	12	-1	5	-2
COc1cccc(CN2CC(C(=O)NCCn3ccc(C)n3)CCC2=O)c1 (stereo unspecified)	1	1	0	0	-4	20	15	-8
CCOC(=O)C1CCCN(C(=O)C2CC(=O)N(c3ccc(C)cc3)C2)C1 (stereo unspecified)	-6	-9	4	11	-4	-1	5	-2
Cn1c(C(=O)NCCCN2CCOCC2)cc2c(=O)n(C)c3ccccc3c21	13	-4	4	-7	1	-11	-14	4
COc1ccc(-n2c(SCC(=O)NCc3ccco3)nc3sc4c(c3c2=O)CCN(C)C4)cc1	-2	2	-1	8	5	3	1	-6
O=S(=O)(Nc1ccc(-c2ccc(N3CCOCC3)nn2)cc1)c1ccc(Cl)c(Cl)c1	1	0	-12	-2	-3	0	-6	-13
O=C(Nc1nccs1)c1ccc(-c2ccc(Cl)cc2Cl)o1	19	-7	22	-4	12	24	-70	-145
CCOC(=O)c1sc(=N)n(-c2ccc(OC)cc2)c1C	23	9	-23	-5	21	-2	-29	-30
COc1cccc2c1C(=O)c1c(O)c3c(c(O)c1C2=O)CC(O)(C(C)=O)CC3OC1CC(O)C(O)C(C)O1 (stereo unspecified)	/	-18	55*	0	9	/	/	/
Cc1nn(C)c(Sc2ccccc2N)c1[N+](=O)[O-]	-8	9	2	-3	-7	-21	-37	-32
COc1ccc(/C=N/NC(=S)NC2CCS(=O)(=O)C2)cc1OC (stereo unspecified)	-13	-2	11	-3	0	-1	-21	-4
COc1cccc(NC(=O)CC(C)=O)c1	1	-7	6	-8	2	-6	4	-7
Next section
SMILES	UBC13 inh	EBI2 antag	Gli-Sufu antag	CXCR6 block	CCR6 antagonist	APJ antag	Jurkat NFkB inh	697 NFkB inh
Cc1ccc(S(=O)(=O)N2[C@@H](c3ccc(Br)cc3)C(C(=O)O)=CC[C@H]2c2cccs2)cc1	-26	-7	5	10	-5	-5	-3	4
Cc1cccc(CN2CCN(C(=O)c3cccc4ccccc34)CC2)c1	-1	7	-26	1	3	2	-7	3
COc1ccc(C)cc1Nc1cc(C)nc2ncnn12	7	2	3	5	11	11	0	12
Cc1c(C(=O)N2CCN(c3ncccn3)CC2)oc2ccc(Cl)cc12	0	56*	1	-7	8	-2	4	-19
COc1ccc(S(=O)(=O)Nc2ccc3c(c2)C(=O)N([C@H](C)CO)C[C@H](C)[C@@H](CN(C)S(=O)(=O)c2c(C)noc2C)O3)cc1	-4	-2	21	-4	4	5	-98	6
O=C(N1CCC(n2nc(-c3ccccc3)oc2=O)CC1)C1(c2ccccc2)CC1	-3	-6	50	4	29	3	10	-16
CCOc1ncccc1C(=O)OCc1c(F)cccc1Cl	4	9	-7	-2	10	6	3	1
O=C(O)c1cccc(N/N=C/C2=C(Cl)c3cc(Cl)ccc3SC2)c1	/	9	-161	-1	-15	/	/	/
C[N+](C)(C)CCCNC(=O)c1ccc(/C=N/O)nc1	-2	1	-7	7	0	7	0	-2
Cc1ccc(NC(=O)C2CCN(S(=O)(=O)c3ccc4[nH]c(=O)oc4c3)CC2)cc1F	2	0	-5	2	-4	6	4	-6
COc1ccc(C)c(Cn2c(-c3nonc3N)nc3ccccc32)c1	10	5	23	9	-1	-14	66*	-44
Cc1c(Cl)cccc1NC(=S)NN1CCOCC1	4	4	-1	2	22	-8	-12	0
Cc1cc(Cl)cc(C)c1OCC(=O)NC1CCCCCC1	13	24	7	-7	4	6	10	20
C=CCNC(=O)C1CCN(S(=O)(=O)c2ccc(Br)cc2)CC1	7	-12	10	0	-3	28	13	19
CC(C)c1ccc2[nH]c(O)c(N=NC(=O)c3cccc(S(=O)(=O)Nc4cccc(Cl)c4)c3)c2c1	-35	7	-2	15	11	4	-13	-24
Cc1csc(CN(C)C(=O)c2cn(Cc3cccc4ccccc34)nn2)n1	-2	6	5	10	4	14	6	18
O=C(O)CSc1nnc(NC(=O)c2ccc3c(c2)OCO3)s1	-6	4	7	-2	3	1	5	-18
Cc1cccc2cc3ccccc3nc12	6	1	2	-4	-5	6	15	-6
CCN(CC)CCNC(=O)c1ccc(NC(=O)/C=C/c2ccc3ccccc3n2)cc1	14	14	4	-26	2	-18	46	1
Cc1ccc2c(c1)c1c3n2CCN(CC(N)=O)C3CCC1 (stereo unspecified)	-5	-5	-6	0	6	12	-32	-12
NS(=O)(=O)c1ccc(NNC(=O)c2sccc2Cl)cc1	4	-4	3	-5	-1	3	15	10
O=C(Nc1ccc2c(c1)OCCO2)c1ccco1	-1	-3	-52	-1	-3	8	-49	-59
COc1cc(C(=O)Nc2ccc([N+](=O)[O-])cn2)cc(OC)c1OC	-13	-2	-3	2	-16	-13	11	10
O=C(NCc1cccnc1)c1ccccc1NS(=O)(=O)c1ccc(F)cc1	6	1	0	-1	1	-8	-1	5
CCN(c1c(C)n(C)n(-c2ccccc2)c1=O)S(C)(=O)=O	5	-10	4	-6	0	5	15	20
Next section.
SMILES	UBC13 inh	EBI2 antag	Gli-Sufu antag	CXCR6 block	CCR6 antagonist	APJ antag	Jurkat NFkB inh	697 NFkB inh
Cc1ccc(CONC(=O)/N=C/N(C)C)cc1	-2	-6	1	-4	0	12	1	4
COc1ccc(-n2ncc3c2CC(C)(C)CC3NC(=O)c2oc(C)cc2C)cc1 (stereo unspecified)	-2	3	7	5	12	10	1	-9
CC(=O)Nc1cccc(NC(=O)c2cccc(-c3ccc(O)cc3)c2)c1	-5	5	10	-12	-7	-13	-59	-11
O=C1CN(C(=O)COC(=O)COc2ccccc2)c2ccccc2N1	7	-4	-9	-1	5	-4	4	8
Cc1cc(C)c2nc(SCCC#N)nc(C)c2c1	5	1	-2	3	3	-1	-11	5
CC(NC(=O)COC(=O)c1ccc(Br)o1)c1ccccc1 (stereo unspecified)	-6	-10	-7	0	15	19	-7	1
COCCN1C(=O)c2cc(C(=O)Nc3ccc(OC)c(OC)c3)ccc2C1Nc1ccc(OC)c(OC)c1 (stereo unspecified)	2	-1	5	-14	-7	3	-3	25
COC(=O)C1(C)Nc2ccccc2C(=O)N1c1ccccc1C (stereo unspecified)	23	-10	-6	-19	-10	2	-8	7
Cc1ccccc1NS(=O)(=O)c1cc(C(=O)NCCC2=CCCCC2)ccc1C	-4	19	3	14	5	-4	-1	-16
O=C1N(c2ccccc2C(F)(F)F)O[C@@]1(c1ccccc1)C1CCCC1	9	-5	-19	1	17	4	12	12
Cc1ccc(C(=O)Nc2nc3ccccc3n3nnnc23)cc1	-1	15	9	-5	2	17	0	14
COc1ccc(CN2CN=C(Nc3nc4ccccc4s3)NC2)cc1	9	-13	10	5	-9	0	3	-12
CC1=C(C(=O)Nc2cc(C(=O)N3CCN(c4cccc(C)c4)C(C)C3)ccc2C)SCCO1 (stereo unspecified)	4	-3	8	-6	2	-9	10	-4
Cc1ccc(C(=O)Nc2cccc(O)c2)cc1S(=O)(=O)N1CCCCCC1	2	6	14	0	4	-7	-93	-75
COc1ccc(C(=S)NCS(=O)(=O)c2ccc(C)cc2)cc1	7	2	-2	0	10	28	-10	0
CCOP(=O)(c1ccccc1)C1(O)CCCCC1 (stereo unspecified)	-3	8	1	-5	-15	6	10	3
CNC(=O)c1ccc(CN(C)CC(=O)Nc2ccccc2C(=O)NC2CC2)cc1	-2	-5	2	-6	8	9	-6	9
Cc1cc(C)cc(Nc2nc3ccc(C)cc3n3cnnc23)c1	16	-5	11	-14	-18	0	4	17
COc1cc(NC(=O)CSc2nc(=O)n(CCN3CCOCC3)c3c2CCC3)cc(OC)c1	-2	-8	5	-5	6	-5	2	5
CCOc1ccccc1CNCCO	4	-4	-1	-3	10	11	-11	-11
CSc1ncccc1C(=O)Nc1ccc2c(c1)OCO2	-6	-6	-3	7	8	-2	3	5
COC(=O)c1cc(NC(=O)Nc2ccccc2OC)cc(C(=O)OC)c1	-1	-3	4	8	-7	7	-6	30
O=c1[nH]cnc2c1ncn2[C@@H]1O[C@H](COS(=O)(=O)O)[C@@H](O)[C@H]1O	-2	-1	46	-2	3	-5	2	7
Cc1ccc(C)c(C(=O)CSc2nc(N)cc(=O)[nH]2)c1	-9	4	-10	-1	19	3	-19	-10
CCOc1nc(C)cc(C)c1S(=O)(=O)c1cccc(C)c1	-4	/	/	/	/	17	-6	-11
Further entries.
SMILES	UBC13 inh	EBI2 antag	Gli-Sufu antag	CXCR6 block	CCR6 antagonist	APJ antag	Jurkat NFkB inh	697 NFkB inh
CCCCNc1c(-c2ccc(OC)c(SC(C)CC)c2)nc2cc(C)ccn12 (stereo unspecified)	37	31&18	33	1&4	23	-11	0	-32
O=C(c1cccs1)N1CCCC(c2nc3c(nnn3Cc3ccc(F)cc3)c(=O)[nH]2)C1 (stereo unspecified)	2	-5	8	2	-3	3	14	-3
COC(=O)c1ccc(NC(=O)COc2cccc(-n3cnnn3)c2)cc1	4	-4	0	4	0	19	6	1
CCOC(=O)Cn1c(S(=O)(=O)Cc2ccc(F)cc2)nc(-c2ccccc2)c1-c1ccccc1	-9	38	11	11	6	10	-23	-96
O=C(Oc1ccc2c(-c3ccccc3)cc(=O)oc2c1)c1cccs1	-11	-14	-16	7	8	12	-6	-5
COc1ccc(NC(=S)N2CCC(Cc3ccccc3)CC2)cc1OC	0	1	10	9	-1	-1	6	-6
COc1ccccc1NS(=O)(=O)c1cc(NC(=O)c2cc3ccccc3oc2=O)ccc1C	-7	18	-3	0	-8	11	-13	-28
O=C(NCCc1ccc(F)cc1)c1cccc2c1C(=O)c1ccc(N3CCC(Cc4ccccc4)CC3)cc1S2(=O)=O	-21	7	10	5	-3	-2	28	-36
COc1ccc(-n2nc3c(c2NC(=O)c2ccc(Br)cc2)CS(=O)C3)cc1 (stereo unspecified)	-3	6	15	-1	-2	6	13	17
O=C(NCC(c1cccs1)N1CCOCC1)c1ccccc1NS(=O)(=O)c1cc([N+](=O)[O-])ccc1Cl (stereo unspecified)	-8	-12	11	-5	6	7	-10	-13
Cc1nc2ccccc2c(=O)n1/N=C/c1ccccc1F	4	5	-43	-12	3	2	-3	-31

3 entries picked at random from those above, as already listed:
SMILES	UBC13 inh	EBI2 antag	Gli-Sufu antag	CXCR6 block	CCR6 antagonist	APJ antag	Jurkat NFkB inh	697 NFkB inh
O=C(c1cccs1)N1CCCC(c2nc3c(nnn3Cc3ccc(F)cc3)c(=O)[nH]2)C1 (stereo unspecified)	2	-5	8	2	-3	3	14	-3
COc1ccc(-n2nc3c(c2NC(=O)c2ccc(Br)cc2)CS(=O)C3)cc1 (stereo unspecified)	-3	6	15	-1	-2	6	13	17
O=C(NCCc1ccc(F)cc1)c1cccc2c1C(=O)c1ccc(N3CCC(Cc4ccccc4)CC3)cc1S2(=O)=O	-21	7	10	5	-3	-2	28	-36
